Assay outcomes as filed in PubChem.
PTHR1 agonist: qHTS for PTHR1 Agonists: Primary Screen; Parathyroid hormone/parathyroid hormone-related peptide receptor (Homo sapiens), Q03431; HEK293 GP2 PTHR1 cells, GloSensor cAMP luminescence, 1 h; Potency, µM (highest dose often 115 µM), for the others: at the highest dose activation, actives largely listed as activators; 410,000 tested, 0.075% active; also: nearly all actives have a fitted effect of over 55% in size; some results filed as inactive show a strong effect at the top dose; inactives centre near -15; many of its hits are not listed in these tables
Target sequence (Q03431 whole entry, looked up): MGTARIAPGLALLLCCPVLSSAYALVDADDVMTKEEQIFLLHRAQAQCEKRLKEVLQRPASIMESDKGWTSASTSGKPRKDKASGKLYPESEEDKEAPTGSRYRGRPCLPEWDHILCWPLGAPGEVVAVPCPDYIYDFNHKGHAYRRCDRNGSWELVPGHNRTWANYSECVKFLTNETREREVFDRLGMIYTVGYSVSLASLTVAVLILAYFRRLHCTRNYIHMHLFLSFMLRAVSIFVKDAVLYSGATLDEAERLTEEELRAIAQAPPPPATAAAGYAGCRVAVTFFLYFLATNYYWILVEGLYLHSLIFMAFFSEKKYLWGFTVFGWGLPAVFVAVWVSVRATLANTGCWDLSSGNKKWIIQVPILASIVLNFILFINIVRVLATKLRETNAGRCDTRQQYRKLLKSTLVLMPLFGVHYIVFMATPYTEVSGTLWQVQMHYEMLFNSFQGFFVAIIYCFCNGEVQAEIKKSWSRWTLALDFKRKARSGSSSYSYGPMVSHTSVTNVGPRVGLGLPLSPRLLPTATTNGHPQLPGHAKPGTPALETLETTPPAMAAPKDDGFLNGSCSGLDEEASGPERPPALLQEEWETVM
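HEK-293-derived GP2 cells expressing PTHR1 and a GloSensor cAMP reporter, 3,000/well, plated overnight, given luciferin plus IBMX (each 0.5 mM as added) for 1 h at 37 °C, then compound for 1 h at 37 °C. Luminescence was read after 15 min at room temperature.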
HEK293 tox: qHTS of GLP-1 Receptor Inverse Agonists: Cytotox Screen; HEK293 cAMP-luciferase reporter cells, luminescence, 24 h; Potency, µM (series often up to 38.3 µM), for the others: at the top dose activity change, negative = inhibition, actives largely listed as inhibitors; 410,000 tested, 0.13% active; AID 624418, 2012;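 also: loss of luciferase light is scored as toxicity; % is scaled to controls: 0 for no effect and ±100 for the full control effect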
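To flag toxic compounds, the library was rerun on cells for 24 hr at 37 deg C and 5% CO2. Viability-linked luminescence was captured 12 min after adding luciferase detection reagent.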
GLP-1R inv ag: qHTS of GLP-1 Receptor Inverse Agonists (Inhibition Mode). 410,000 tested, 1.6% active. HEK293 GLP-1R CRE-luciferase, luminescence, 24 h; GLP-1R form is constitutively active. Potency, µM (titrated, usually from 38.3 µM), for the others: at the highest dose activity change, negative = inhibition, actives largely listed as inhibitors. Glucagon-like peptide 1 receptor (Homo sapiens), P43220; also: % is scaled to controls: 0 for no effect and ±100 for the full control effect; nearly all actives have a fitted effect of over 55% in size
Target sequence (P43220 whole entry, looked up): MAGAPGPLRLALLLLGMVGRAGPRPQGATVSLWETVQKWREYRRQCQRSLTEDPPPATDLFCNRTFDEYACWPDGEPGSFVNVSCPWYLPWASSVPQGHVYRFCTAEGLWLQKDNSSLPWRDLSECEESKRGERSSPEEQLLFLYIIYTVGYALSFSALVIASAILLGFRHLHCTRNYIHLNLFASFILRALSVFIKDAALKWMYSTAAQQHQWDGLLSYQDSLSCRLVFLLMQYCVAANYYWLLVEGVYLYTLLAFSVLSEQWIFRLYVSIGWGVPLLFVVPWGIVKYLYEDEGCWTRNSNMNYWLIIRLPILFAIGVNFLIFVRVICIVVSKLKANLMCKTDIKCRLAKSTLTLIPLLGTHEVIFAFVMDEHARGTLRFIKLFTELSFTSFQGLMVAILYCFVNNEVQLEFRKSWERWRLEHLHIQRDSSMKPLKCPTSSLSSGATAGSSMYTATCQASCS
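Seeding at 200 cells/uL, 12 h culture, 24 hr compound treatment, then luciferase reagent and a luminescence read; cells are HEK293 stably expressing a constitutively active GLP-1R plus cAMP-responsive luciferase.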
Starred values were filed as active, the others as inactive; i = inactive; u = inconclusive; [ ] = dose if it differs, or a comment. Calls follow the shape of the dose curve; as a rule, active = well fitted curve in the direction sought with a large enough effect; inconclusive = small, poorly fitted or top-dose-only effect, or another doubt; inactive = no such curve, though single readings can be large; an effect the other way counts as inactive or inconclusive. Potency is read from the fitted curve at half-maximal effect.

SMILES	HEK293 tox	GLP-1R inv ag	PTHR1 agonist
COc1ccc(CC(=O)NCC(c2cccs2)S(=O)(=O)c2ccc(F)cc2)cc1 (centres undefined)	-1.4%	-0.2%	i
Cc1ccc(-n2nc(CO)c(C(=O)NC(C)c3ccccc3)n2)cc1C (centres undefined)	10.9%	u	-20.9%
O=C(Cn1ncc2c3ccccc3n(Cc3ccccc3)c2c1=O)N1CCCCCC1	-14.6%	-17.5%	i
Clc1cccc(-n2ncc3c(NC4CCCCC4)ncnc32)c1	-26.5%	u	i
Cc1ccc(Cl)cc1N1CCN(c2ncnc3c2nc2n3CCCC2)CC1	-15.9%	1.7%	i
COc1cc2c(cc1OC)C(COc1ccc3c(C)cc(=O)oc3c1)N(C(=O)c1ccc(Cl)cc1)CC2 (centres undefined)	2.0%	4.8%	-1.1%
COc1ccc(C)cc1NC(=O)Nc1cccc(OCc2cc(=O)n3ccc(C)cc3n2)c1	-1.6%	4.8%	-9.2%
CCCSC1=NC2(CCN(C(=O)NC3CCCCC3)CC2)N=C1c1ccccc1	23.6%	1.9%	i
COc1ccc(Cn2c(SCC(=O)N3CCN(c4ccc(F)cc4)CC3)nc3ccccc32)cc1	-9.7%	-21.0%	i
COc1ccc(CNC(=O)Cn2ncc3c([nH]c4ccccc43)c2=O)cc1	-5.4%	1.8%	i
CCC(=O)Nc1ccccc1-c1nc2ccccc2n(CC(=O)c2ccc(Br)cc2)c1=O	2.8%	-10.0%	22.3%
O=C(c1cccn2c(=O)c3cc(Cl)ccc3nc12)N1CCN(c2ccccc2F)CC1	-2.7%	-1.1%	-11.3%
CCC(C)NC(=O)C1CCN(S(=O)(=O)c2ccc3c(ccn3CC)c2)CC1 (centres undefined)	-8.0%	38.9%[activator]	13.4%
COc1cccc(NC(=O)c2oc3ccccc3c2NC(=O)c2ccccc2C)c1	3.8%	u	-33.3%[inhibitor]
Cc1ccc(C)c(NC(=O)c2cc(S(=O)(=O)NCCc3ccccc3)ccc2F)c1	-7.0%	u	-31.4%[inhibitor]
COC(=O)C1=C(C)N(C(C)C)C(=O)C1(NC(=O)c1ccc(C(C)(C)C)cc1)C(F)(F)F (centres undefined)	-3.8%	u	i
CCC(Oc1ccccc1)C(=O)N1CCN(Cc2cc(=O)n3nc(-c4cccc(C)c4)sc3n2)CC1 (centres undefined)	3.2%	u	i
Cc1cccc(Cn2cc3c(=O)n(CC(=O)Nc4c(C)cccc4C)nc-3c3cc(F)ccc32)c1	19.6%	-23.4%	i
Cc1ccc(-c2cc(C(=O)Oc3ccccc3)c3cc(C)ccc3n2)cc1	-8.7%	10.6%	i
COc1ccc(-c2nc(SCC(=O)Nc3ccc4c(c3)OCCO4)c(-c3ccc(F)cc3)[nH]2)cc1	-18.0%	-27.0%	i
N#Cc1ccc(-c2cccs2)nc1SCc1ccc(Br)cc1	7.6%	15.2%	-15.7%
COc1cccc(NC(=O)NCc2ccc3c(c2)CCN3C(=O)c2ccccc2)c1	-11.5%	-22.3%	i
O=C(CN1C(=O)COc2ccc(S(=O)(=O)N3CCCCCC3)cc21)NCc1ccc(Cl)cc1	-14.0%	u	i
O=C(Cc1ccc(NC(=O)N2CCSc3ncccc32)cc1)NCc1cccc(Cl)c1	2.4%	-8.1%	-6.4%
O=C(NCc1ccco1)c1ccc2c(c1)N(Cc1ccccc1F)C(=O)c1ccccc1S2(=O)=O	7.1%	-12.6%	-0.6%

Reprinted at random: 2 entries already listed.
SMILES	HEK293 tox	GLP-1R inv ag	PTHR1 agonist
Clc1cccc(-n2ncc3c(NC4CCCCC4)ncnc32)c1	-26.5%	u	i
COc1ccc(CNC(=O)Cn2ncc3c([nH]c4ccccc43)c2=O)cc1	-5.4%	1.8%	i

More entries:
SMILES	HEK293 tox	GLP-1R inv ag	PTHR1 agonist
Cc1ccc(-n2nnc(-c3nc(-c4cccs4)no3)c2N)cc1C	10.5%	2.7%	i
O=S(=O)(NCCc1ccc(Cl)cc1)c1ccc(N2CCCCS2(=O)=O)cc1	3.3%	u	-25.5%
Cc1ccc(Cl)cc1N1CCN(C(=O)Cn2ncc3c4ccccc4n(C)c3c2=O)CC1	5.8%	7.2%	-6.9%
CCOC(=O)c1nc(N2CCN(c3ccc(F)cc3)CC2)c2c(C)noc2n1	-7.9%	-2.8%	-7.2%
CCN1CCN(CCCNC(=O)c2ccc3nc(Cc4ccccc4)oc3c2)CC1	-8.6%	8.8%	-16.8%
O=C(NCc1ccccc1)c1cnc(N2CCCCC2)c2ccccc12	-7.1%	-9.4%	-59.1%[inhibitor]
COc1ccc(Cl)cc1NC(=O)CSC1=Nc2ccccc2C2=NC(CC(=O)NCc3cccs3)C(=O)N12 (centres undefined)	-0.1%	10.1%	-32.9%[inhibitor]
CCOc1cc(C2c3c(oc4ccc(F)cc4c3=O)C(=O)N2Cc2ccc(C)cc2)ccc1O (centres undefined)	1.7%	1.4%	i
CCCN(C(=O)Cn1ncc2c1-c1ccccc1OC2)c1cccc(C)c1	0.9%	u	-67.0%[inhibitor]
Cc1cc(Cl)ccc1NC(=O)CN1C(=O)C(=O)c2ccccc21	1.2%	-7.7%	i
COc1ccccc1N1CCN(c2nc3ccccc3n3cnnc23)CC1	-7.3%	-22.3%	i
CCOC(=O)C(CC)Sc1ccc2nnc(CCNS(=O)(=O)c3ccc(C)cc3)n2n1 (centres undefined)	2.4%	-8.9%	i
COc1ccc(NC(=O)Cc2csc(C)n2)cc1	-17.3%	2.5%	-18.2%
COC(=O)c1ccccc1NC(=O)c1ccc(-c2nc(CSc3ccc(C)cc3)c(C)o2)cc1	16.6%	10.2%	-15.2%
CCCn1c2ccccc2c2cnn(CC(=O)Nc3cc(C)c(Cl)cc3OC)c(=O)c21	9.4%	9.8%	u
COc1ccc(C(=O)Nc2nnc(S(=O)(=O)N3CCN(c4ccc(F)cc4)CC3)s2)cc1	2.0%	4.9%	i
COc1cc(-c2oc3ccc(C)cc3c(=O)c2O)cc(OC)c1OC	25.2%	u	i
Cc1ccc(-n2nc3c(=O)n(CC(=O)Nc4ccccc4F)nc(C)c3c2C)c(C)c1	0.3%	-25.0%	-25.0%
COC(=O)c1sccc1S(=O)(=O)N1CCN(c2cc(Cl)ccc2C)CC1	-12.5%	u	-10.5%
Fc1ccc(-c2csc(=Nc3cccc(C(F)(F)F)c3)n2Cc2ccc3c(c2)OCO3)cc1	14.4%	u	-15.6%
CC(C)Cn1c(=O)c2ccccc2n2c(CCC(=O)NCc3ccccc3Cl)nnc12	10.4%	1.7%	-17.1%
COc1cc(-c2noc(-c3ccc(N4CCCCC4)c([N+](=O)[O-])c3)n2)cc(OC)c1OC	0.2%	7.8%	i
Cc1ccc(Cn2c(CO)cnc2SCC(=O)NCc2ccccc2Cl)cc1	-19.3%	-23.3%	-28.2%
COc1ccc(NC(=O)C2CCN(C3=NS(=O)(=O)C(c4ccc(C)c(C)c4)=C3C)CC2)c(OC)c1	0.7%	-21.2%	i
CCN1CCOC(=O)C1CC(=O)Nc1cccc(OC)c1 (centres undefined)	25.2%	5.4%	0.4%

SMILES	HEK293 tox	GLP-1R inv ag	PTHR1 agonist
CS(=O)(=O)N1CCC(N2CCN(Cc3ccc(F)cc3)C(=O)C2=O)CC1	1.7%	-4.7%	i
CCN1CCN(c2nc3c(S(=O)(=O)c4ccc(Br)cc4)nnn3c3ccsc23)CC1	-0.9%	19.9%	19.9%
O=C(NC1CCCC1)c1ccc2c(=O)n(Cc3ccccc3)c(SCc3ccc([N+](=O)[O-])cc3)nc2c1	-2.9%	7.4%	i
COc1ccc2oc(=O)c(-c3nc(-c4cc(OC)c(OC)c(OC)c4)no3)cc2c1	1.1%	3.8%	i
COc1ccc(NC(=O)c2cc3c(s2)-c2c(C)cccc2OC3)cc1Cl	21.3%	-0.4%	-67.7%[inhibitor]
CCOC(=O)c1cccc(NS(=O)(=O)c2cc3[nH]c(=O)c(=O)[nH]c3cc2C)c1	35.7%[activator]	14.7%	i
Cc1ccc(NC(=O)CSc2nc(=O)n(CCCN(C)C)c3c2CCC3)cc1F	2.1%	-22.8%	-24.5%
Cc1cccc(CNC(=O)CCCN2C(=O)CCn3nc(-c4cn(C)c5ccccc45)cc32)c1	-23.8%	-18.0%	i
Cc1cc(C)n(-c2nc3cc(Cl)ccc3nc2Nc2ccc(C)c(F)c2)n1	5.1%	16.8%	-2.3%
COc1ccc(-c2oc3ncn4nc(COc5ccccc5C)nc4c3c2-c2ccc(OC)cc2)cc1	-1.0%	8.4%	i
O=C(NCc1ccccc1)c1ccc(Cn2c(=O)c3cccn3c3cccnc32)cc1	-2.6%	2.4%	-5.7%
O=S(=O)(NCc1ccc(F)cc1)c1ccc2[nH]c3c(c2c1)CCCCC3	7.8%	u	-15.6%
C=CCc1c(C)nc2nc(SCC(=O)Nc3ccc(C)c(C)c3)nn2c1C	0.4%	-2.8%	i
O=C(NCCc1nc2ccccc2n1CCCOc1ccc(Cl)cc1)C1CCCCC1	u	u	-12.9%
Cc1cc(=O)[nH]c2nnc(SCc3ccc(Cl)c(Cl)c3)n12	-1.7%	1.8%	u
Cc1oc2ncn(C)c(=O)c2c1C(=O)NCCCN1CCCC(C)C1 (centres undefined)	-7.3%	u	-10.8%
CCCCN(CC)C(=O)CSc1c2c(nc3ccc(Cl)cc13)CCCC2	u	10µM*	-24.2%
CSc1cccc(-c2nnc(NC(=O)c3ccc4c(c3)OCCO4)o2)c1	1.8%	-1.1%	i
CC(C)Cc1cc(C(=O)NCc2ccc(Cl)cc2)no1	-3.4%	-22.4%	i
CCC(=O)N1c2ccccc2CC1C(=O)N1CCN(c2ccccc2F)CC1 (centres undefined)	-12.9%	-1.7%	i
CCC1CCCCN1CCCNC(=O)c1[nH]c2ccccc2c1Sc1ccc(Cl)cc1 (centres undefined)	u	u	u
O=C(CC(c1ccccc1)c1cc(Br)ccc1O)NCC1(c2ccccc2)CCCC1 (centres undefined)	u	u	-44.9%[inhibitor]
CCc1nc(-c2cc(S(=O)(=O)N3CCN(c4ccc(F)cc4)CC3)ccc2OC)no1	1.2%	19.6%	i
O=C(Nc1ccc2nc3n(c(=O)c2c1)CCCCC3)C(=O)Nc1ccccc1F	-9.9%	-5.8%	-28.9%
Cc1cccc(-n2c(SCC(=O)c3ccccc3)nnc2-c2ccc(Br)cc2)c1	0.8%	7.6%	-11.6%

SMILES	HEK293 tox	GLP-1R inv ag	PTHR1 agonist
Cc1nc2nc[nH]n2c(=O)c1NS(=O)(=O)c1ccc(Br)cc1	8.4%	0.9%	-17.8%
Cc1ccc2[nH]c(CSc3nnc(C)s3)cc(=O)c2c1	9.1%	7.2%	i
COCCNC(=O)C1CCC(CNS(=O)(=O)c2ccc3c(c2)CC(C)N3C(C)=O)CC1 (centres undefined)	3.9%	0.0%	3.5%
Cc1ccc(-c2cn3c(n2)sc2cc(C(=O)NCCC4=CCCCC4)ccc23)cc1	-7.0%	2.6%	i
O=C(CCC1N=C2c3ccccc3N=C(SCc3ccccc3Cl)N2C1=O)NCc1cccs1 (centres undefined)	-10.9%	u	11.6%
C=CCc1c(C)nc2nc(SCC(=O)Nc3ccc(OCC)cc3)nn2c1C	1.0%	11.3%	21.0%
CC(=O)Nc1nonc1-c1nnc(SCC(=O)Nc2ccccc2)n1-c1ccccc1	0.0%	-15.9%	i
CCOc1ccc(CCNC(=O)CCCc2nnc3n(CC)c(=O)c4sccc4n23)cc1	16.1%	5.0%	u
CCC(C(=O)Nc1cccc(Cl)c1C)n1nc(-c2ccc(C)cc2)ccc1=O (centres undefined)	0.7%	u	i
CC(C)c1ccc(NC(=O)N2CCN(c3ccc(Cl)c(Cl)c3)CC2)cc1	-22.9%	7.94µM*	-89.6%[inhibitor]
CCN(Cc1ccccc1)C(=O)CN1C(=O)CSc2ccc(S(=O)(=O)N(CC)CC)cc21	-5.6%	-2.2%	-4.4%
COc1ccc2c(c1)CCc1sc(NC(=O)c3ccc(Br)cc3)nc1-2	-9.4%	2.7%	i

Not all compounds are listed; rates above refer to the full screens.
